CHT inh: inhibits the human high affinity choline transporter; B-score at 10 µM; CHT-expressing cells, membrane potential dye, choline response; hits give low values; Q9GZV3; AID 488975; actives 0.86% (n = 310,000);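 active = B-score over 3 SD under the library average, and starting fluorescence ratio not unusually high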;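 also: choline stimulus applied at its EC90 after an EC20 pre-addition; B-score computed on integrated fluorescence ratio after choline addition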
Target sequence (Q9GZV3 whole entry, looked up): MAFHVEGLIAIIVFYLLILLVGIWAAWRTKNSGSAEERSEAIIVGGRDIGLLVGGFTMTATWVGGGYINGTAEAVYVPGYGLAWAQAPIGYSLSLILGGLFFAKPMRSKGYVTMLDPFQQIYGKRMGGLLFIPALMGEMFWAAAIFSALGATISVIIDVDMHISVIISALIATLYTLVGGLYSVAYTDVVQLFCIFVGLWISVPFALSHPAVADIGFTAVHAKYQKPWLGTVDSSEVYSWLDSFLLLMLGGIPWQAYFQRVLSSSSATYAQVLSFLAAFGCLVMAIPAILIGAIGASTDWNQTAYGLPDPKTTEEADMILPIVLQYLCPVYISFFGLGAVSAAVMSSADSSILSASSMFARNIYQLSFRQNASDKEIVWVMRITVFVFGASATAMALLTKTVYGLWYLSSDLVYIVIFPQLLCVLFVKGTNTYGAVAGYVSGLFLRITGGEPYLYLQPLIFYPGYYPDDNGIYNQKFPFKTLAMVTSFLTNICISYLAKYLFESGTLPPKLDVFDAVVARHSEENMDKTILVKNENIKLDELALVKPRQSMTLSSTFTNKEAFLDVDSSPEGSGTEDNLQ
CHT PAM: allosteric activators of human choline transporter CHT; CHT-expressing cells, membrane potential dye, choline EC20; hits give high values; LV-AA mutant CHT in HEK293 cells; B-score at 10 µM; actives 0.49% (n = 310,000);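 active = initial fluorescence not abnormally high and integrated response B-score, plate-corrected, over 3 SD above library mean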
Starred values were filed as active, the others as inactive; i = inactive. Outcome played no part in choosing rows, and some 1.4% of all compounds hit somewhere here.

molecule,CHT inh,CHT PAM
Cc1ccc(OCC(=O)Nc2ccccc2-c2ccccc2)cc1,i,i
CCC(C)(C)C1CCc2nc3ccccc3c(C(=O)OC(C)C(=O)Nc3c(C)n(C)n(-c4ccccc4)c3=O)c2C1 (configuration not stated),i,11*
CCOC(=O)c1cc(-c2csc(COc3ccc(Cl)cc3)n2)on1,i,i
C/C(=N\NC(=O)Cc1cccc2ccccc12)c1ccncc1,i,i
O=C(CCN1C(=O)S/C(=C\c2ccc(F)cc2)C1=O)Nc1ccc(C(=O)O)c(O)c1,i,i
Fc1cccc(Cl)c1CNn1cn[nH]c1=S,i,i
CN(Cc1ccccc1)c1ccc(S(=O)(=O)N2CCOCC2)cn1,i,i
CCCOc1ccc(-c2c(=O)n(O)c3ccccc3[n+]2[O-])cc1,i,i

The list continues:
molecule,CHT inh,CHT PAM
Cc1ccsc1/C=N/NC(=O)c1cc(-c2ccncc2)nc2ccccc12,i,i
Cc1ccccc1OCCSc1nnc(-c2ccncc2)n1C,i,i
CCCCOc1ccc(C(=O)NCC(=O)NCc2ccccn2)cc1,i,i
Cn1c(=O)c2c(nc(NCc3ccccc3)n2CC(N)=O)n(C)c1=O,i,i
COc1ccc(NC(=S)Nc2cccc(Cl)c2)cc1OC,i,i
NS(=O)(=O)c1ccc(CNC(=O)CNC(=O)c2ccc(F)cc2)cc1,i,i
C/C(NC1CCCC1)=C(/C#N)C(N)=O,i,i
CC(=O)Oc1ccc(OC(C)=O)c2c1CC(C)=C(C)C2,i,i

The list goes on.
molecule,CHT inh,CHT PAM
CCOC(=O)c1ccccc1NC(=S)N1CC(C)CC(C)C1 (configuration not stated),i,i
O=C(CCNS(=O)(=O)c1ccc(Cl)cc1)NCc1cccs1,i,i
CCCc1cc(=O)oc2cc(C)cc(OCC(=O)NCc3ccccn3)c12,i,i
COc1ccc(CC(=O)Nc2cccc3c2CCCC3)cc1,i,i
Cc1ccc(-n2c(=O)c3sccc3n(CC(=O)NCC3CCCO3)c2=O)cc1F (configuration not stated),i,i
CCc1cc(C(=O)c2ccc(OC)cc2)c(N)s1,i,i
Cc1c(NC(=O)Nc2ccc(F)cc2F)c(=O)n(-c2ccccc2)n1C,i,i
CSc1nnc(-c2ccccc2)o1,i,i

Later entries
molecule,CHT inh,CHT PAM
O=C(Cc1csc(NC(=O)c2ccc(F)cc2)n1)NO,i,i
COCCN(CCOC)C(=O)c1ccc(NS(=O)(=O)c2ccc3[nH]c(=O)[nH]c3c2)cc1,i,i
CN(Cc1cccs1)C(=O)Cn1cnc2ccccc2c1=O,i,i
COc1ccc(-c2csc(N3CCN(Cc4ccc5c(c4)OCO5)CC3)n2)cc1,i,i
COc1ccc(/C=C2\N=C(c3ccccc3)NNC2=O)cc1,i,i
CCC(c1nnnn1Cc1ccc(OC)cc1)N(CCCO)Cc1cc2cc3c(cc2[nH]c1=O)OCO3 (configuration not stated),i,i
Cc1cc(C)nc(N(C#N)CCOc2ccccc2)n1,i,i
O=C(CN1C(=O)C2C3C=CC(C3)C2C1=O)Nc1ccc(F)cc1 (configuration not stated),i,i

Next section:
molecule,CHT inh,CHT PAM
S=C(Nc1ccc2nccnc2c1)N1CCCC1,i,i
C/C(N)=C(/C#N)C(=O)COC(=O)Cc1coc2ccc3ccccc3c12,i,i
O=C1/C(=C/c2ccc(F)cc2)Oc2cc(OC(=O)N3CCOCC3)ccc21,i,i
Cc1cc(=O)[nH]c(Cc2ccc(OC(C)C)cc2)n1,i,i
COc1cccc(N2CCN(Cc3nnnn3C3CCCCC3)CC2)c1,i,i
COc1cc(/C=C/c2nnc3c4ccccc4ncn23)cc(OC)c1OC,i,i
O=C(O)c1ccc(NC2=C(N3CCOCC3)C(=O)c3ccccc3C2=O)cc1,i,i
CC(=N\Nc1ccc(Cl)cc1)/C(=N/O)C(=O)Nc1ccccc1,i,i

An excerpt from above in order of molecular weight, highest first.
molecule,CHT inh,CHT PAM
O=C(O)c1ccc(NC2=C(N3CCOCC3)C(=O)c3ccccc3C2=O)cc1,i,i
O=C1/C(=C/c2ccc(F)cc2)Oc2cc(OC(=O)N3CCOCC3)ccc21,i,i
CC(=N\Nc1ccc(Cl)cc1)/C(=N/O)C(=O)Nc1ccccc1,i,i
S=C(Nc1ccc2nccnc2c1)N1CCCC1,i,i

(list continues)
molecule,CHT inh,CHT PAM
CCn1c(C)c(C)c2cc(C(=O)Nc3cccc(Cl)c3)ccc21,i,i
CC1(C)NC(=O)N(CCOCCOc2ccc3ccccc3c2Br)C1=O,i,i
Cc1cc(NC(=O)Cn2c(=O)n(Cc3ccccc3)c(=O)c3ccccc32)no1,i,i
CCOC(=O)C1(Cc2cccc(OC)c2)CCCN(Cc2cc(OC)c(O)c(OC)c2)C1 (configuration not stated),i,i
CC(=O)Nc1cccc(C(=O)OCC(=O)NNC(=O)c2ccc([N+](=O)[O-])cc2)c1,i,i
COc1ccc(C2(C)NC(=O)N(CC(=O)Nc3ccc(Br)cc3F)C2=O)cc1OC (configuration not stated),i,i
N/C(=N\OC(=O)c1cc(-c2ccccc2)nc2ccccc12)c1ccccn1,i,i
O=C1Nc2ccccc2C12Nc1ccccc1S2 (configuration not stated),i,i

Continued:
molecule,CHT inh,CHT PAM
COc1cc(OC)nc(Oc2ccccc2C(=O)Oc2ccc(C)cc2)n1,i,i
Cc1ccccc1Nc1ccc([N+](=O)[O-])cn1,i,i
CC(=O)NC(Cc1ccc(C)cc1)C(=O)NC1CCN(C(=O)c2ccc([N+](=O)[O-])cc2)CC1 (configuration not stated),i,i
CSCCC(NC(=O)COc1ccccc1)C(=O)NCc1cccs1 (configuration not stated),i,i
CN(c1ccccc1)S(=O)(=O)c1ccc(C(=O)OCC(=O)NC(N)=O)cc1,i,i
Cc1nc2cc(C(=O)NCCN3CCOCC3)ccc2n1-c1ccc(F)cc1F,i,i
CN(NC(=O)c1ccc(Cl)cc1)c1ncc(C(F)(F)F)cc1Cl,i,i
Cc1cc(NC(=O)CSC2=NS(=O)(=O)c3cc(F)ccc3N2)no1,i,i

Further records
molecule,CHT inh,CHT PAM
Cn1nc([N+](=O)[O-])nc1Oc1ccccc1,i,i
CCC(C)C(=O)N1c2ccccc2C(=C2SC(C(=O)OC)=C(C(=O)OC)S2)C(=S)C1(C)C (configuration not stated),i,i
COc1ccc(CCNC(=O)/C(=C/c2cccnc2)NC(=O)c2ccccc2)cc1OC,i,i
Cc1ccc(SCC(=O)OCC(=O)N(C)CC(=O)Nc2ccccc2Cl)cc1C,i,i
COCCN(C(=O)Cn1nnc2ccccc21)C(C(=O)NC1CCCC1)c1cc(OC)ccc1OC (configuration not stated),i,i
COc1cccc(OCC(=O)N(C)Cc2nc(-c3cccc(C)c3)no2)c1,i,i
O=C(O)c1ccccc1-c1ccc(/C=c2\sc3nc4cc(Br)cnc4n3c2=O)o1,i,i
CCCCCC(/C=N/Nc1ccc(S(=O)(=O)N2CCOCC2)cc1[N+](=O)[O-])=C\c1ccccc1,i,i

Next compounds.
molecule,CHT inh,CHT PAM
Cc1ccc(C(=O)N/C(=C\c2ccccc2)C(=O)OCc2ccccc2)cc1,i,i
C#CCOCCOCCOCCNc1nc(N2CCN(C(=O)[C@H]([C@@H](C)CC)n3cc([C@@H](N)Cc4ccc(O)cc4)nn3)CC2)nc(N2CCN(C(=O)[C@H](CCCCN)n3cc([C@@H](N)C(C)CC)nn3)CC2)n1 (some centres not stated),i,i
O=C(CCCCCNC(=O)c1ccccc1)N=Nc1c(O)[nH]c2c(Br)cc(Br)cc12,i,i
COc1cc(NS(=O)(=O)c2ccc(NC(=S)NC(=O)c3sc4ccccc4c3Cl)cc2)ncn1,i,i
CCOC(=O)C1=C(CN2CCSCC2)NC(=O)NC1c1ccc2c(c1)OCO2 (configuration not stated),i,i
COC(=O)c1ccc(CSc2cc(C)c3cccc(C)c3n2)o1,i,i
Brc1cccc(OCCCNC2CCCC2)c1,i,i
CCCCNC(=O)c1ccc(-n2c(=S)[nH]c3ccccc3c2=O)cc1,i,i

Continuation.
molecule,CHT inh,CHT PAM
CCn1c(CNS(=O)(=O)c2ccc(Br)cc2)n[nH]c1=S,i,i
NS(=O)(=O)c1ccc(Nc2ccc3nonc3c2[N+](=O)[O-])cc1,i,i
O=C(O)C1CCCN(S(=O)(=O)c2cccc3cccnc23)C1 (configuration not stated),i,i
O=C(CCN1C(=O)/C(=C/c2ccccc2F)SC1=S)NCCCn1ccnc1,i,i
COc1ccc(N2CCN(C(=O)/C=C/c3ccco3)CC2)cc1,i,i
COc1ccc(C(=O)NCC(=O)NCC(=O)OCc2ccc(Cl)cc2)cc1,i,i
CCOC(=O)N/N=C/c1c(C)nn(-c2cccc(C(F)(F)F)c2)c1Cl,i,i
O=C(c1nn2c(C(F)(F)F)cc(-c3cccs3)nc2c1Cl)N1CCCc2ccccc21,i,i

(next part)
molecule,CHT inh,CHT PAM
O=C(NC(=S)N1CCCc2ccccc21)c1ccc(Cl)cc1,i,i
Cn1c(=S)n(/N=C/c2ccc3c(c2)OCO3)c2ccccc21,i,i
COC(=O)C(NC(C)=O)(Nc1nc2ccc(C)cc2s1)C(F)(F)F (configuration not stated),i,i
Cc1nccn1CC(=O)N/N=C/c1c[nH]c2ccccc12,i,i
COC(=O)c1sccc1NC(=O)COc1ccccc1Cl,i,i
CCOC(=O)C(=NC1CCS(=O)(=O)C1)NNc1ccccc1Cl (configuration not stated),i,i
CCN(CC)C(=O)c1ccc(-c2nnc(OC)c3ccccc23)cc1,i,i
COc1ccc(CC2(CO)CCN(C(=O)NCc3ccccc3)CC2)cc1,i,i

(cont.)
molecule,CHT inh,CHT PAM
O=c1[nH]c2c(cnn2-c2ccc(Cl)cc2)c(=O)n1-c1cccc(Cl)c1,i,i
CCCc1nc(N)c(C#N)c(-c2ccco2)c1CC,i,i
CCN(CC)CCCn1c2c(c(SCC(=O)Nc3ccc(F)c(F)c3)nc1=O)CCC2,i,i
Nc1ccc(NC(=O)c2cccs2)c(Cl)c1,i,i
O=C(c1ccc(OC2CCN(CCc3ccccc3)CC2)cc1)N1CCC(CO)CC1,i,i
Cc1c(Cl)cccc1NC(=O)c1cc(C2CC2)on1,i,i
CC(=Nc1ccccc1O)c1sc2ccccc2c1O,i,i
Cc1cccc(S(=O)(=O)C(C#N)c2nc3ccccc3nc2N2CCCC2)c1 (configuration not stated),i,i

Continuation.
molecule,CHT inh,CHT PAM
N/C(=N\OC(=O)C1CC1)c1ccc([N+](=O)[O-])s1,i,i
CN(CC(=O)Nc1ccccc1Br)C(=O)c1cc2c(s1)CCCCC2,i,i
Cc1ccc(NC(=O)CS(=O)CC(=O)Nc2ccc3c(c2)OCO3)cc1Cl (configuration not stated),i,i
O=c1oc2ccccc2c(NCc2ccccc2)c1[N+](=O)[O-],i,i
C=CCCN(Cc1ccccc1)S(=O)(=O)c1ccccc1Br,i,i
CC(=O)c1ccc(NC(=O)CSc2nnc(Cc3cccn3C)n2-c2ccc(F)cc2)cc1,i,i
O=C(O)c1ccc(N/N=C/c2ccc(-c3cc(Cl)ccc3Cl)o2)cc1,i,i
Cc1nc(S(=O)(=O)c2ccc(Cl)cc2)nc2c1CCC2,i,i

Further entries follow.
molecule,CHT inh,CHT PAM
Cc1nn(Cc2ccc(Cl)cc2)c(C)c1NC(=O)C1CC=CCC1C(=O)O (configuration not stated),i,i
Cc1ccsc1C(=O)OCC(=O)Nc1cccc(S(=O)(=O)NC2=NCCCCC2)c1,i,i
CCOc1ccc(-c2cc3cc(OC)c(OC)cc3c(C)n2)cc1,i,i
O=C(CCCNS(=O)(=O)c1ccc(F)cc1)Nc1ccc(F)cc1,i,i
Cc1ccc(C(=O)Nc2ccccn2)cc1S(=O)(=O)N1CCOCC1,i,i
CCNC(=S)/N=C(\N)Nc1nc(C)c2cc(C)ccc2n1,i,i
O=C(c1ccc(CNS(=O)(=O)c2ccccc2)cc1)N1CCN(Cc2ccccc2)CC1,i,i
Cc1ccsc1-c1nc(-c2ccccc2)c(-c2ccccc2)[nH]1,i,i

Remaining list, next part:
molecule,CHT inh,CHT PAM
COc1ccc(S(=O)(=O)N2CCSC2c2ccc(N)cc2)cc1 (configuration not stated),i,i
Cc1ccsc1C1CC(=O)Nc2ccccc2S1 (configuration not stated),i,i
O=c1c([N+](=O)[O-])cccn1Cc1cccc(Cl)c1,i,i
Cc1nn(CCCNC(=O)C2CCCO2)cc1Br (configuration not stated),i,i
Cc1nn(C)c(Cl)c1NC(=O)OCc1ccc(F)cc1,i,i
CCc1nnc(NC(=O)c2cccc(S(=O)(=O)N(C)c3ccc(OC)cc3)c2)s1,i,i
O=C(Nc1ccc2c(c1)OCO2)C1CCCN(S(=O)(=O)c2cccs2)C1 (configuration not stated),i,i
CCOC(=O)C1CCN(C(=O)C23CC4CC(CC(C4)C2)C3)CC1,i,i

Remaining list, next part.
molecule,CHT inh,CHT PAM
CNS(=O)(=O)c1ccc(NC(=O)C2c3ccccc3Oc3ccccc32)cc1,i,i
CCOC(=O)c1ccc(CSc2nnc(-c3ccncc3)n2N)cc1,i,i
CN(C)c1ccc(/C=C2\SC(=S)N(Nc3ncc(C(F)(F)F)cc3Cl)C2=O)cc1,i,i
Cc1ccc(N(C)S(=O)(=O)c2cccc(C(=O)NC3CC(C)(C)NC(C)(C)C3)c2)cc1,i,i
CC(=O)c1sc(NC(=O)c2cccc(C)c2)nc1C,i,i
Cc1ccn2c(=O)c(C(=O)NCCCN3CCCC3=O)c(O)nc2c1,i,i
COc1cccc2cc(C(=O)C3=C(O)C(=O)N(Cc4ccco4)C3c3cccnc3)oc12 (configuration not stated),i,i
COc1cc2c(cc1OC)C(=O)CCS2,i,i
O=C(c1cn(-c2ccccc2)nc1-c1cccnc1)N1CCCCC1,i,i
COc1ccc(CCC(=O)NNC(=S)Nc2cccc(C(C)=O)c2)cc1,i,i

Screening data (PubChem)
